Pf Dd2 growth: inhibitors of Plasmodium falciparum Dd2 growth; P. falciparum Dd2 growth, SYBR Green, 72 h; Potency, µM (top dose mostly 28.9 µM), for the others: at the highest dose activity, negative = inhibition, most hits filed as inhibitors; 120,000 tested, 4.3% active; active = well fitted inhibition curve with a large enough effect; inconclusive = small, poorly fitted or top-dose-only effect; inactive = no such curve, though single readings can be large or run the other way;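 also: plate controls were DMSO vehicle for no effect and reference drug for full effect; nearly all actives have a fitted effect of over 65% in size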
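Infected erythrocytes (Dd2, 0.3% parasitemia, 2.5% hematocrit final) are added to compound in RPMI-1640/Albumax II medium, grown 72 h at 37C in low oxygen, then lysed with saponin/Triton-X containing SYBR Green and read by fluorescence.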
Starred values were filed as active, the others as inactive; i = inactive; ? = inconclusive; [ ] = remark or other dose. Potency is read from the fitted curve at half-maximal effect. An excerpt (hit frequency here may not be typical).

SMILES	Pf Dd2 growth
O=C(Nc1cc(-c2cccc(Cl)c2)nn1-c1ccccc1)c1ccccc1F	-10%
COc1ccc(Cn2c(=O)[nH]c3cc(C(=O)N4CCN(c5cccc(Cl)c5)CC4)ccc3c2=O)cc1	3%
COc1ccc(C(=O)N[C@H]2CO[C@H]3[C@@H]2OC[C@@H]3n2cc(CN(C)Cc3ccccc3)nn2)cc1	1%
COc1ccc(C2C=C(c3ccccc3)Nc3nc(NS(=O)(=O)c4ccc(Cl)cc4)nn32)cc1 (stereo unspecified)	4%
CNC(=O)[C@@H]1C[C@H](Oc2cccnc2)CN1C(=O)Cn1nc(C)cc1C	14%
CSc1cccc(NC(=O)Nc2cccc(-c3ccc(N4CCCC4)nn3)c2)c1	0%
COc1ccc(CCN2C(=O)N(c3ccc(C)cc3)C(=O)C2CC(=O)Nc2ccc(OC)cc2)cc1 (stereo unspecified)	i
COCCN1C(=O)c2cccn2CC1CNC(=O)c1ccoc1 (stereo unspecified)	-12%
O=C(COc1ccccc1)N1CCOC[C@H](Oc2ccc(C(F)(F)F)cc2)C1	-1%[44.1 µM]
CCC(NC(=O)c1ccc2nc(-c3ccc(F)cc3)cn2c1)c1cccnc1 (stereo unspecified)	?
COc1ccc(Nc2cnc3ccc(-c4ccccc4OC)nn23)cc1OC	-4%[44.1 µM]
Cc1cc(C)cc(Nc2nc(C)cc(=O)n2CC(=O)Nc2cccc(C#N)c2)c1	?
Cn1c(CN2CCC(C#N)(c3ccccc3)CC2)nnc1C1CC(N)C1 (stereo unspecified)	?
COc1cc(Cl)ccc1C(=O)N1CCC2(CC1)NC(=O)N(c1ccc(F)cc1)N2	?
COc1ccc(NC(=O)Cn2c(=O)oc3cc(S(=O)(=O)NC(C)C)ccc32)cc1OC	9%
CCOC(=O)Cn1c(=O)n(-c2ccccc2OC)c2nc(-c3ccc(C(C)C)cc3)nc(C(N)=O)c21	11%
O=C(c1ccc2c(c1)OCO2)N1CCC2(CC1)CC(c1cccnc1)=NO2	-12%
CCn1c(CNC(=O)c2ccc(OC)cc2)nnc1SCC(=O)Nc1cccc(C)c1	12%
CC(C)c1noc(-c2cn(C3CCN(C(=O)C4(c5ccccc5)CC4)C3)nn2)n1 (stereo unspecified)	i
CCOC(=O)c1c(NC(=O)CSc2cn(CCNC(=O)c3ccccc3F)c3ccccc23)sc2c1CCCC2	-28%
COc1ccc(C(=O)N2CCCC(n3cc(-c4nc(C)no4)nn3)C2)cc1F (stereo unspecified)	-1%
O=Cc1cccc(N2CCN(C(=O)N3CCCC3)CC2=O)c1	-16%
O=S(=O)(c1ccc(F)cc1)N1CC(c2nnc(-c3ccncc3)o2)C2(CCOCC2)C1 (stereo unspecified)	4%
Cc1nc(N2CCC(NC(=O)c3ccc[nH]3)CC2)cc(C(F)(F)F)n1	?
Cc1nnnn1-c1cccc(C(=O)N2CCC3(CCCN(C)C3=O)C2)c1 (stereo unspecified)	17%
The list goes on.
SMILES	Pf Dd2 growth
COCCOC1CCOC2(CCN(C(=O)c3cnc(C)cn3)CC2)C1 (stereo unspecified)	16%
COc1cccc2c1OCCCN(CC1(O)CNCCOC1)C2 (stereo unspecified)	-8%
CC(C)c1noc(-c2cn(C3CCCN(C(=O)c4cccs4)C3)nn2)n1 (stereo unspecified)	?
Cn1cc(-c2ccccc2Oc2ccccc2)c2nc(CO)cn2c1=O	-7%[44.1 µM]
O=C1COCC2(CN1)CN(Cc1ccc(Cl)cc1)C2	i
CC1=C(C(=O)OC2CCCC2)C(c2ccc(Cl)cc2)CC(=O)N1 (stereo unspecified)	?
COc1ccc(-c2onc(C)c2C)cc1S(=O)(=O)NCC1CCN(Cc2ccccc2F)CC1	?
O=C(NCc1ccco1)c1ccc(Cn2c(SCc3ccc(F)cc3)nc3cccnc32)cc1	i
CCC1Oc2ccc(NC(=O)CC(C)(C)C)cc2CN(Cc2ccccc2F)C1=O (stereo unspecified)	-2%
Cc1nc(CN2Cc3nc(N(C)c4ccccc4)ccc3OCC2=O)cs1	i
FC(F)(F)C1CN(c2cc(N3CCOCC3)ncn2)CCO1 (stereo unspecified)	6%
COc1ccc(C(=O)N2CCC3(CC2)C(OC)CN3c2cccc(F)c2)cc1 (stereo unspecified)	i
COc1ccc(C(=O)N2CCCC(c3nn(-c4ccccc4)c(=O)[nH]3)C2)cc1 (stereo unspecified)	i
Cc1nc(-c2ccccc2)n(Cc2ccc(C#N)cc2)c(=O)c1CCO	?
CCN(Cc1ccccc1)C(=O)c1nc(-c2cccc(F)c2)n2c1CCCCC2	?
CCN1C(=O)CCN(C(=O)c2ccc(OC)cc2)CC12CCOCC2	-3%
Cc1cccc(C)c1NC(=O)Cn1ccn2nc3c(c2c1=O)CCCC3	-2%
COc1ccccc1NC(=O)C1CCN(S(=O)(=O)c2ccc3c(c2)oc(=O)n3C)CC1	-8%
CN1CC(=O)N(c2ccccc2)Cc2c1ncnc2N1CCC(O)CC1	0%
CNC(=O)[C@@H]1CN(S(=O)(=O)c2c(C)noc2C)C[C@H]1C1CCN(C)CC1	33%
O=C(O)C1CN(C(=O)c2ccco2)CCN(C2CCOCC2)C1 (stereo unspecified)	-10%
CC(C)NC(=O)c1cnc2c(c1)N(C(=O)Cc1cccc(C(F)(F)F)c1)CCC2	?
O=C(O)C[C@@H]1CCN(C(=O)c2ccc(F)cc2)C[C@@H]1CCN1CCCCC1	i
CCCOc1ccc(CNC(=O)CCn2ccn3nc4c(c3c2=O)CCCC4)cc1	?
COC1CCC12CCN(C(=O)c1cccc(C)c1)CC2 (stereo unspecified)	0%
Carrying on.
SMILES	Pf Dd2 growth
Cc1ccc(Nc2nc(Nc3ccc(C)c(C)c3)nc(N3CCOCC3)n2)cc1C	?
O=C(Nc1ccc(S(=O)(=O)Nc2ccccc2)cc1)N1CCCC1	?
CCOC(=O)c1cccc2c1N[C@@H](c1ccc(F)cc1)[C@H]1CC=C[C@@H]21	?
CN1CC(=O)N(C2CCCCC2)Cc2c(NC3CCCC3)ncnc21	-12%
COc1cccc(-c2cc(C3CCN(C(=O)Nc4ccc(OC)c(OC)c4)CC3)[nH]n2)c1	?
COCCn1ncc(N2CCCC(CC(=O)NCCN3CCCCC3)C2)cc1=O (stereo unspecified)	65%
COc1ccc(Cn2c(C3CCN(C(=O)Cc4cccc(OC)c4)CC3)n[nH]c2=O)cc1	-5%
O=c1c2cc3c(cc2n(Cc2ccc(Cl)cc2)c(=O)n1Cc1nc(-c2ccccc2)no1)OCO3	74%[activator]
O=C(c1c[nH]c(=O)[nH]1)N1CC[C@@H]2[C@@H](CCC(=O)N2CC2CCNCC2)C1	-15%
Cc1ccc(-c2nc3c4c(-c5ccccc5)c(-c5ccccc5)oc4ncn3n2)cc1	2%
COCCNc1sc(S(=O)(=O)c2ccc(C)cc2)nc1S(=O)(=O)c1ccc(C)cc1	-16%
CCCN(CCC)CCCNC(=O)c1cc2c(-c3ccc(OC)c(OC)c3)nn(C)c2s1	?
CC1(C)[C@H]2CC[C@@H](CNC(=O)Cc3cccc(Cl)c3)[C@@H]1C2	?
Cc1ccc(C(=O)N2c3ncnn3C3(CCCCC3)[C@@H]3CCCC[C@@H]32)cc1	-21%
COc1ccc(-c2noc(-c3nc(Cc4cccc(F)c4)no3)n2)cc1	i
COc1ccc(-c2[nH]nc3ncc(-c4ccc([S+](C)(=O)[O-])cc4)nc23)c(C)c1	?
Cc1ccc(-n2nnnc2C2CCN(S(=O)(=O)c3ccc(OC(F)(F)F)cc3)CC2)cc1	-21%
CC1=C(c2ccc(C)c(C)c2)S(=O)(=O)N=C1N1CCC(C(=O)NCc2ccccc2C)CC1	i
Cc1cccc(CNC(=O)c2ccc3c(c2)N(C)C2CCCCN2C3=O)c1 (stereo unspecified)	4µM*
Cc1cc(C(=O)N2CCC(c3nnc(Cn4ccnc4)n3C)CC2)cs1	0%
CCOc1ccc(C2NC(=O)N(CC(=O)NC3CCCC3)C3=C2C(=O)OC3)cc1 (stereo unspecified)	-25%
CC(=O)N1CCC(N[C@@H]2C[C@H](COc3cccc(C)n3)[C@@H](O)[C@H]2O)CC1	20%
Cn1cc(CN2CCCC(COc3ccccc3C(=O)NC3CC3)C2)c2ccccc21 (stereo unspecified)	?
CC(NC(=O)c1ccco1)c1nc(-c2ccccc2)no1 (stereo unspecified)	38%[activator]
Cc1nnc(NC(=O)c2cccn(Cc3ccc(Cl)cc3)c2=O)s1	22%
More structures follow:
SMILES	Pf Dd2 growth
CC(=O)Nc1ccc(NC(=O)c2c(C)nn(-c3ccccc3)c2-n2cccc2)cc1	?
CCN(C(=O)c1oc2ccc(S(=O)(=O)N3CCCCCC3)cc2c1C)c1ccccc1	i
Cc1ccc(NC(=O)[C@@H]2CNC[C@H](C(=O)NCc3cnn(C)c3C)C2)cn1	-12%
Cc1oc2ncnc(N3CCCCC3)c2c1C(=O)Nc1cccc(Cl)c1C	?
CCOc1ccccc1NC(=O)N1CCC(c2noc(COC)n2)C1 (stereo unspecified)	-7%
CC(=O)N1CCN(c2cc(-c3noc([C@@H]4CCCN4Cc4ccc(CO)o4)n3)ccn2)CC1	i
N#Cc1cccc(C(=O)NC2CCN(c3cc(-c4cccs4)[nH]n3)CC2)c1	?
COc1ccc2nc(CO[C@H]3CN(Cc4cccnc4)C[C@H]3F)[nH]c2c1	0%[44.1 µM]
COc1ccc(NC(=O)N2Cc3[nH]cnc3C[C@H]2c2nc(-c3ccc4ccccc4c3)no2)cc1	-9%
O=C1CC(c2ccccc2)N(C(=O)CC2CCCC2)CCCCCN1 (stereo unspecified)	?
O=C(NCc1csc(-c2cnccn2)n1)C(c1cccnc1)N1CCOCC1 (stereo unspecified)	5%
Cc1c(Cl)cccc1NC(=O)c1ccc2c(c1)nnn2C1CCCC1	30%
Cc1ccc(CN2C(=O)c3ccccc3Sc3ccc(C(=O)NC4CCCCC4)cc32)cc1	?
CC(C)CN1CCN(C(=O)C2(CCO)CC23CCOCC3)CC1 (stereo unspecified)	2%
COc1ccc(CNC(=O)c2ccc(-c3nc(CSc4ccccc4)c(C)o3)cc2)cc1OC	73%[activator]
Cc1nc(CCC(=O)N2CCCC(c3nccn3CCCN(C)C)C2)n[nH]1 (stereo unspecified)	-16%
O=C(c1ccc(=O)[nH]c1)N1C[C@@H](CN2CCCC2)[C@@H](CO)C1	0%
COc1ccc(-c2noc(-c3cccn3CC(=O)N(C)c3ccccc3)n2)cc1F	?
c1ccc2oc(N3CCN(Cc4ccc(-c5ccn[nH]5)o4)CC3)nc2c1	-7%
CNC(=O)c1ccc2c(c1)NC(C)(COc1ccccc1)CO2 (stereo unspecified)	-18%[44.1 µM]
CCCCN(C)C(=O)CN1C(=O)NC2(CCOCC2)C1=O	44%[activator]
O=C(NCCc1noc(-c2ccncc2)n1)C1CC(=O)N(c2ccc(F)c(Cl)c2)C1 (stereo unspecified)	13%
O=[S+]([O-])(c1ccncc1)c1nnn2c1nc(N1CCOCC1)c1ccccc12	-16%
CC(C)c1noc([C@@H]2C[C@H]3C(=O)NCCCCCCN(C(=O)c4cccc(C#N)c4)[C@H]3C2)n1	i
COc1ccc(C2C=C(c3ccc(Br)cc3)Nc3nnnn32)c(OC)c1 (stereo unspecified)	-30%

5 records picked at random from those above:
SMILES	Pf Dd2 growth
CCOc1ccccc1NC(=O)N1CCC(c2noc(COC)n2)C1 (stereo unspecified)	-7%
O=[S+]([O-])(c1ccncc1)c1nnn2c1nc(N1CCOCC1)c1ccccc12	-16%
CC(C)CN1CCN(C(=O)C2(CCO)CC23CCOCC3)CC1 (stereo unspecified)	2%
Cc1nc(CCC(=O)N2CCCC(c3nccn3CCCN(C)C)C2)n[nH]1 (stereo unspecified)	-16%
O=C(NCCc1noc(-c2ccncc2)n1)C1CC(=O)N(c2ccc(F)c(Cl)c2)C1 (stereo unspecified)	13%

Next section.
SMILES	Pf Dd2 growth
Cc1ccccc1CN1Cc2nc(NCc3ccncc3)ccc2OCC1=O	-20%[44.1 µM]
C[C@@H]1CN(C(=O)Cc2cccnc2)C[C@H]1c1nc(-c2ccncc2)no1	-3%
COc1cc2c(cc1OC)C(CNC(=O)c1ccccc1Cl)N(C(=O)Nc1ccccc1F)CC2 (stereo unspecified)	-3%
Cc1ccc(NC(=O)CSc2nnc(N)s2)c(C)c1	46%[activator]
Fc1cncc(N2CC3CCC(C2)N3CC(F)(F)F)c1	25%[44.1 µM]
O=[N+]([O-])c1cccc(-c2noc([C@@H]3C[C@@H](O)CN3C3CCOCC3)n2)c1	-22%[44.1 µM]
COCCn1ncc(N2CCCC(CC(=O)N3CCN(c4ccccn4)CC3)C2)cc1=O (stereo unspecified)	?
Cc1ccc(CN(Cc2ccco2)C(=O)c2oc3ccc(C)cc3c2C)cc1	43%[activator]
Cc1ccc(NC(=O)C2CCCN(c3cnc4nccnc4c3)C2)cc1Cl (stereo unspecified)	-13%

Rewritten in CSV form: entries from further up.
compound,Pf Dd2 growth
Cc1ccc(CN(Cc2ccco2)C(=O)c2oc3ccc(C)cc3c2C)cc1,43%[activator]
Fc1cncc(N2CC3CCC(C2)N3CC(F)(F)F)c1,25%[44.1 µM]
COc1cc2c(cc1OC)C(CNC(=O)c1ccccc1Cl)N(C(=O)Nc1ccccc1F)CC2 (stereo unspecified),-3%
Cc1ccc(NC(=O)CSc2nnc(N)s2)c(C)c1,46%[activator]
Cc1ccc(NC(=O)C2CCCN(c3cnc4nccnc4c3)C2)cc1Cl (stereo unspecified),-13%

Screening results: PubChem, National Center for Advancing Translational Sciences (NCATS)
